PPARg SRC1 recr: agonists of human PPARgamma SRC-1 coactivator recruitment; activation, % at 8 µM; 200,000 compounds, 0.41% hits; PPARgamma-SRC-1 coactivator recruitment biochemical assay; AID 631; in the data active = activation above about 19%;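 also: 0% = DMSO and 100% = reference agonist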
Target sequence (P37231 whole entry, looked up): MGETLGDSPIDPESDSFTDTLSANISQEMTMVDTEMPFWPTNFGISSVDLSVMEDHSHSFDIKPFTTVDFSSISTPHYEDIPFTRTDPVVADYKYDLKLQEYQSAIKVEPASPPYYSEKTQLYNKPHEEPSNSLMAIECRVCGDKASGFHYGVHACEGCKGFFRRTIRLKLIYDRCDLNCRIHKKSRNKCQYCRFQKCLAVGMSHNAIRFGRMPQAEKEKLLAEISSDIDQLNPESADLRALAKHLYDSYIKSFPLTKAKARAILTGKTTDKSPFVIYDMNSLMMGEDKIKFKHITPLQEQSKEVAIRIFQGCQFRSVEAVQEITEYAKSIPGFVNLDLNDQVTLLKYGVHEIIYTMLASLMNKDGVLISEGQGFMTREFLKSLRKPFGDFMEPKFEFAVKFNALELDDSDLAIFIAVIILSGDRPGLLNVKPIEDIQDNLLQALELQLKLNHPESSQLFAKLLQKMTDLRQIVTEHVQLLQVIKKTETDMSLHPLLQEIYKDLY
PPARg SRC-2 ag: agonists of SRC-2 recruitment by human PPARgamma; PPARgamma LBD-SRC-2 recruitment, biochemical; P37231; 200,000 compounds, 0.34% hits; activation, % at 8 µM; in the data active = activation above about 22%;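 also: 0% = vehicle and 100% = reference agonist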
STAT3 blocker: inhibitors of IL-6 induced STAT3 signaling; U3A cells, IL-6 STAT3-luciferase reporter, luminescence; host cell line lacks STAT1; inhibition, % at 5.5 µM; 190,000 compounds, 0.89% hits; AID 862;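 active = inhibition above the mean inhibition across all screened compounds plus 3 SD, cut at about 44% in these data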;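 also: 0% = DMSO only wells and 100% = 100 µM nifuroxazide control wells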
TNAP act hi DEA: TNAP (human) activation, high acceptor. P05186. purified TNAP, CDP-star luminescence, 1 M DEA, 30 min; active compounds read high; 0 = EDTA background, 1 = DMSO-only activity. activation factor at 20 µM. 200,000 tested, under 10 active. AID 1136;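 active = activation factor at least 2 at 20 µM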
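Measured by: Luminescent substrate turnover signal | Test system: Human TNAP | Input: TNAP 1/800 final | Dosing: 20 µM single point | Schedule: 30 min, room temperature | Controls: EDTA wells as negative control, DMSO wells as positive control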
bIAP inh: intestinal alkaline phosphatase (bovine) inhibition. purified bovine IAP, CDP-star luminescence, 30 min. 190,000 tested, under 10 active. AID 1019. inhibition, % at 20 µM;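 active = over 50% inhibition of intestinal alkaline phosphatase at 20 µM in the single-dose screen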
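Assay system: bovine IAP enzyme; medium: DEA buffer 100 mM, pH 9.8, with MgCl2 1.0 mM, ZnCl2 0.02 mM; doses: 20 µM single dose; incubation: enzyme reaction for 30 min at room temperature; detection: CDP-star luminescence signal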
ROMK primary: modulates human ROMK potassium channel activity. AID 1918. P48048. 130,000 compounds, 2% hits. Tet-inducible ROMK, thallium flux fluorescence; actives lie on both sides. B-score at 10 µM;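 active = signal ratio slope over the read window, or its plate-corrected B-score, at least 3 SD from the plate mean, either direction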;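 also: B-score of the F/F0 ratio slope over 7 to 12 s after thallium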
Target sequence (P48048 whole entry, looked up): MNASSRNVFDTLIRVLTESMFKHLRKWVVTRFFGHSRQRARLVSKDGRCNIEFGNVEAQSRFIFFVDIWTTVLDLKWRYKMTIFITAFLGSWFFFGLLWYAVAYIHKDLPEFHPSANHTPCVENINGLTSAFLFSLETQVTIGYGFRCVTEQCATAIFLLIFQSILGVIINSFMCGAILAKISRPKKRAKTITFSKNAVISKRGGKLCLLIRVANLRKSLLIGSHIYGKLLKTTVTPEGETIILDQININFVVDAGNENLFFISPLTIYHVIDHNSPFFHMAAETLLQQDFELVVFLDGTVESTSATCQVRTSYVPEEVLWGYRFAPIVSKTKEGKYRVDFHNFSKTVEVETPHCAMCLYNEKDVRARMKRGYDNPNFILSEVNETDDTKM
STAT1 blocker: STAT1 signaling inhibition. NIH 3T3 STAT1-luciferase reporter, IFN-gamma, luminescence. inhibition, % at 5.5 µM. 200,000 compounds, 0.35% hits. AID 920;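 active = inhibition above a set limit, the mean inhibition across all tested compounds plus 3 SD, cut at about 34% in these data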;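 also: 0% = IFN-gamma with DMSO and 100% = IFN-gamma with 300 µM nifuroxazide; values of inactives mirror those of a sister screen read the other way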
SRC2 TRFRET art: TR-FRET artefact, counter-screen to PPARgamma/SRC-2 agonist assay; 200,000 compounds, 0.4% hits; active compounds read high; TR-FRET ratio at 8 µM; in the data active = TR-FRET ratio above about 2000; also: inactives centre near 1500
STAT3 act: activators of IL-6 induced STAT3 signaling | U3A cells, IL-6 STAT3-luciferase reporter, luminescence; 100% = signal with IL-6 EC80 alone | activation (% of control), % at 5.6 µM | 190,000 compounds, 0.91% hits | AID 871;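 active = activation above the screen-wide mean of compound activation plus 3 SD, cut at about 130% in these data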;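 also: 0% = background luminescence of wells with medium and substrate only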
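Material: STAT3-luciferase reporter U3A cells; Probe or stimulus: IL-6 (33 ng/mL); Incubation: compound pre-incubation 1 h before IL-6, then 6 h stimulation at 37 °C; Technique: luminescence from STAT3-driven luciferase reporter; Evaluation: % activation versus median of IL-6-stimulated wells; Controls: IL-6-only high control.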
bIAP activator: increases bovine intestinal alkaline phosphatase activity | purified bovine IAP, CDP-star luminescence, 30 min; active compounds read high; fold of DMSO-control signal, blank-subtracted | activation factor at 20 µM | 200,000 compounds, 0.17% hits | AID 1016;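 active = activation factor of 2 or more at 20 µM, a signal rise over negative controls twice the positive control's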
PPARg SRC3 recr: promotes SRC-3 coactivator recruitment by human PPARgamma. P37231. activation, % at 8 µM. 200,000 compounds, 0.26% hits. biochemical PPARgamma/SRC-3 coactivator recruitment assay; in the data active = activation above about 23%;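 also: 0% = DMSO and 100% = reference agonist; some compounds past the cut are filed as inactive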
* marks the source's active call; other numbers are inactive results; x = not tested or not shown.

Below each SMILES: STAT3 blocker	STAT1 blocker	TNAP act hi DEA	bIAP inh	bIAP activator	STAT3 act	PPARg SRC1 recr	PPARg SRC3 recr	PPARg SRC-2 ag	SRC2 TRFRET art	ROMK primary
1: CN(C)S(=O)(=O)N1CCCC(C(=O)c2ccc(-c3ccccc3)cc2)C1 (centres undefined)
  10.0	4.2	1.1	-5.0	1.1	97.3	1.3	-0.6	6.3	1550	0.525
2: O=C(Nc1ccccc1Cl)c1cccc(NC(=O)C2C3CC4OC(=O)C2C4C3)c1 (centres undefined)
  1.4	4.3	1.1	7.4	0.9	98.7	1.8	8.9	9.8	1614	-0.0421
3: CC(C)(C)N1CC(c2nc3ccccc3n2Cc2ccccc2)CC1=O (centres undefined)
  1.2	7.3	1.1	-14.2	1.1	102.0	0.3	1.1	5.8	1646	x
4: COc1cc(C(=O)N2CCN(c3ccc(C)cc3C)CC2)cc(OC)c1OC
  2.7	-5.9	1	-2.2	1	97.9	4.5	5.5	2.3	1615	x
5: COCCN1CCC(CNCc2cn[nH]c2-c2ccc(C)c(C)c2)C1 (centres undefined)
  3.4	-7.7	1	-18.3	1.2	100.9	12.3	2.6	10.8	1708	-0.198
6: COCCNC(=O)CC(NS(=O)(=O)c1ccc(NC(C)=O)cc1)C(C)C (centres undefined)
  3.2	-1.9	1	1.1	1	102.8	3.4	-1.6	-3.2	1522	x
7: Cc1ncc(CN2CCN(Cc3ccccc3)C(CCO)C2)s1 (centres undefined)
  14.8	8.0	1.1	8.8	0.9	96.5	-1.4	-0.2	-0.2	1484	1.16
8: Cc1ccc(C)c(C(=O)NCc2ccncc2)c1
  -0.3	-3.2	1	9.3	0.9	102.1	10.6	1.4	4.7	1429	-1.07
9: COc1ccc(-c2nnc(SCC(=O)N3c4ccccc4Sc4ccccc43)o2)cc1
  -8.3	-9.3	1.1	13.7	0.9	107.7	2.5	3.6	13.1	1562	-0.654
10: C=CCn1c(=O)c2ccccc2n2c(SCC(N)=O)nnc12
  -9.5	-12.8	1	0.0	1	110.0	3.4	-14.9	8.0	1359	x
11: COc1ccc([N+](=O)[O-])cc1NC(=O)COC(=O)C1CC1
  16.7	7.3	1	-3.6	1	88.3	12.1	6.4	3.0	1486	-0.727
12: Cc1ccc(NC(=S)N(CCCN2CCOCC2)Cc2ccco2)cc1C
  3.3	6.7	1	-0.4	1	101.2	-6.4	2.2	-4.1	1628	-0.492
13: CCCC(=O)Nc1ccc(C(=O)NN=C(C2CC2)C2CC2)cc1
  13.4	13.0	1	10.6	0.9	91.6	1.7	0.6	-0.3	1777	0.722
14: COC(=O)c1ccc(CSc2nnnn2-c2ccc(C)cc2C)o1
  1.5	7.5	1.1	-4.1	1	103.2	-5.7	-2.0	4.7	1554	x
15: CNS(=O)(=O)c1cnccc1N1CCN(C)CC1
  -7.7	-6.9	1	3.7	1	111.1	-2.9	0.1	-8.1	1456	0.817
16: COc1ccc(NS(=O)(=O)c2cccc(C(=O)N/N=C/c3ccc(O)cc3)c2)cc1
  -4.6	2.3	1	-7.8	1.1	105.7	5.8	5.9	-0.4	1614	-0.177
17: Cc1cccn2c(=O)c(/C=C(\C#N)C(=O)NC3CCS(=O)(=O)C3)c(N3CCC(C(N)=O)CC3)nc12 (centres undefined)
  2.6	5.4	1	3.8	1	99.7	10.7	-4.2	-4.7	1454	0.562
18: COc1ccc(/C=N/NC(=O)C(=O)NCc2cccnc2)cc1OC
  11.0	-9.0	1	3.7	1	96.2	-7.7	-9.0	5.8	1381	-0.727
19: O=C(NCCn1cc(SCc2ccccc2F)c2ccccc21)c1c(F)cccc1F
  3.6	9.7	1	26.1	0.7	96.8	4.5	-1.1	-5.3	1514	-0.0157
20: COc1ccc(OC)c(C(c2nnnn2C2CCCC2)N2CCc3ccccc3C2)c1 (centres undefined)
  2.6	7.6	1	2.0	1	102.3	-6.0	-4.2	6.6	1574	x
21: COc1cc(NC(=O)c2ccccc2Cl)ccc1NC(=O)c1cccs1
  17.7	-53.5	1.1	6.7	0.9	88.9	10.6	7.7	12.0	1678	-0.0987
22: Cn1c(N)c(C(=O)c2ccc(Oc3ccccc3)cc2)c(=O)n(C)c1=O
  2.1	-2.6	1	-18.6	1.2	99.3	6.3	7.6	12.3	1543	1.29
23: CCCn1c(SCC(=O)N2c3ccccc3Sc3ccccc32)nc2c1c(=O)n(C)c(=O)n2C
  10.8	7.0	1	-4.1	1	94.1	-1.7	7.7	-0.7	1512	-0.279
24: CCN(CC)C(=O)c1scc2c1OCCO2
  4.2	3.2	1	1.4	1	100.1	5.1	-1.7	-2.4	1674	0.808
25: CCn1cc(C2=NOC(C(=O)Nc3cc(OC)c(Cl)cc3OC)C2)c(C)n1 (centres undefined)
  11.7	0.4	1	3.5	1	94.9	5.0	1.5	11.1	1732	x
26: Cc1nc(NC(=O)C2CC2)sc1C(=O)N1CCCCC1
  9.6	0.2	1.1	10.2	0.9	96.8	4.6	6.8	5.2	1632	x
27: Cc1oncc1C(=S)Nc1ccccc1
  10.0	5.5	1.1	-5.7	1.1	96.4	5.7	1.1	-2.1	1674	x
28: CC1=NN(c2ccc(C)cc2C)C(=O)C1C(c1cccc(O)c1)C1C(=O)N(c2ccc(C)cc2C)N=C1C (centres undefined)
  -9.2	-5.3	1	-35.8	1.4	105.4	4.7	4.2	-4.4	1677	0.185
29: COC(=O)C1=C(C)N(c2ccc(F)c(Cl)c2)C(=O)C1
  3.1	7.8	1	7.1	0.9	100.5	2.4	-13.6	1.6	1492	-0.0605
30: CCOC(=O)N1CCN(C(=O)c2ccc(OC(C)=O)cc2)CC1
  -1.3	-0.4	1	7.5	0.9	102.4	5.3	3.4	17.0	1764	x
31: Cc1ccc(-c2noc(C3CCCN(C(=O)C4CCCCC4)C3)n2)o1 (centres undefined)
  -9.8	12.9	1.1	3.6	1	106.7	-2.0	-2.2	0.1	1533	1.07
32: N#CCCn1nc(-c2ccccc2)cc1Nc1ccccc1NC(=O)c1cccs1
  21.8	3.6	1.1	-0.6	1	86.5	2.1	2.1	6.9	1781	x
33: CCN(CC)CCN=CC1=C(O)CNC1=O
  15.3	7.5	1	3.3	1	90.0	-0.3	3.3	-3.4	1518	-0.0598
34: CC1(C)CC(=O)/C(=C(\O)CCCN2C(=O)c3ccccc3C2=O)C(=NCC(=O)O)C1
  2.4	-4.0	1	-8.2	1.1	102.1	-1.1	2.2	3.2	1469	-0.0331
35: COC(=O)CN(c1ccc(F)cc1)S(=O)(=O)c1ccccc1
  -0.3	-9.4	1	11.6	0.9	103.8	7.4	-0.9	8.4	1653	x
36: CC1=Nc2ccc(C)cc2N(Cc2ccccc2)C(=O)C1
  -3.2	-3.7	1	0.3	1	106.6	-1.1	-3.9	-6.8	1653	x
37: CNC(=O)COC(=O)c1cc2c(s1)CCCC2
  14.8	7.2	1	-9.3	1.1	90.6	7.3	6.0	15.8	1549	-0.373
38: COc1ccc(NC(=O)C2CCCN2S(=O)(=O)c2cccc3cccnc23)c(OC)c1 (centres undefined)
  3.9	0.8	1	-3.8	1	101.2	-3.6	2.4	3.5	1528	x
39: Cc1cccc(C)c1-n1c(C)cc(/C=N/NC(=O)CSc2ncccn2)c1C
  -0.1	7.5	1.1	-0.5	1	99.3	2.6	-1.1	7.5	1467	x
40: CCOC(=O)C1Cc2ccccc2C(=O)O1 (centres undefined)
  3.3	-5.3	1	-2.3	1	101.5	5.0	-0.5	3.8	1585	0.769
41: O=C(c1cccnc1Nc1ccccc1F)N1CCOCC1
  7.3	-13.9	1	3.3	1	95.8	12.4	2.8	4.5	1630	0.482
42: COc1ccccc1CNC(=O)c1cc(-c2cccnc2)nc2ccccc12
  0.5	-2.6	1.1	2.6	1	100.7	-6.9	3.1	-0.2	1280	-0.27
43: OCC1(Cc2ccccc2)CCCN(Cc2ccn[nH]2)C1 (centres undefined)
  1.0	-5.9	1	-2.9	1	101.2	-0.4	1.6	3.1	1534	0.635
44: COc1cc(/C=C(\C#N)C(=O)NCC2CCCO2)ccc1O (centres undefined)
  20.7	4.3	0.9	5.8	0.9	82.6	6.5	12.3	10.2	1687	0.301
45: c1nc(N2CCOCC2)c2c3c(sc2n1)CCCC3
  -3.1	5.7	1	8.8	0.9	106.2	0.5	1.1	-0.5	1551	x
46: COC(=O)Cn1c2ccccc2c2nc(=O)cc(C)n21
  6.3	1.1	1	4.6	1	104.9	5.8	-1.8	0.1	1612	-0.809

Three entries out of the list above, ordered by their value in STAT3 act, lowest first.
| no. | Molecule | STAT1 blocker | TNAP act hi DEA | bIAP inh | bIAP activator | STAT3 act | PPARg SRC1 recr | PPARg SRC3 recr | PPARg SRC-2 ag | ROMK primary |
| --- | --- | --- | --- | --- | --- | --- | --- | --- | --- | --- |
| 44 | COc1cc(/C=C(\C#N)C(=O)NCC2CCCO2)ccc1O (centres undefined) | 4.3 | 0.9 | 5.8 | 0.9 | 82.6 | 6.5 | 12.3 | 10.2 | 0.301 |
| 43 | OCC1(Cc2ccccc2)CCCN(Cc2ccn[nH]2)C1 (centres undefined) | -5.9 | 1 | -2.9 | 1 | 101.2 | -0.4 | 1.6 | 3.1 | 0.635 |
| 45 | c1nc(N2CCOCC2)c2c3c(sc2n1)CCCC3 | 5.7 | 1 | 8.8 | 0.9 | 106.2 | 0.5 | 1.1 | -0.5 | x |
